Screens (PubChem)
H1N1 NS1A inhibition: H1N1 influenza NS1A inhibitors, functional cell based assay (AID 504329) | inhibition, % at 12.5 µM, or IC50 in µM where a hit was titrated | NS1A functional cell-based assay, percent inhibition; higher % means a stronger effect | actives 0.3% (n = 340,000); in the data active means a potency from the dose series; inconclusive means inhibition above about 27% without an active follow-up result; further: strong numbers were not always called active
H37Rv inhibition: M. tuberculosis growth inhibition, HTS (AID 449762); actives 0.59% (n = 330,000); inhibition, % at 25 µM, or IC50 in µM where a hit was titrated; M. tuberculosis H37Rv growth inhibition, 7H9 media; higher % means a stronger effect; in the data active means a potency from the dose series; inconclusive means inhibition above about 70% without an active follow-up result;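 further: bacterial growth assessed after seven days of incubation; strong numbers were not always called active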
VEEV TC-83 Vero: inhibitors of VEEV TC-83 cytopathic effect, confirmation, Vero cells (AID 588727). one-dose inhibition, % at 20 µM; IC50 in µM for titrated hits. actives 0.13% (n = 350,000). Vero cells, VEEV TC-83 cytopathic effect inhibition; higher % means a stronger effect; in the data active means a potency from the dose series; inconclusive means inhibition mostly from about 14% at the one dose, without a potency; inactive means the rest, 99 in 100 with inhibition below about 12%; further: strong numbers were not always called active
tuberculosis growth: growth inhibition of non-replicating M. tuberculosis (AID 488890); one-dose inhibition, % at 25 µM; IC50 in µM for titrated hits; Mycobacterium tuberculosis non-replicating, growth inhibition; higher % means a stronger effect; actives 0.39% (n = 320,000); in the data active means a potency from the dose series; inconclusive means inhibition mostly from about 82% at the one dose, without a potency; inactive means the rest, 99 in 100 with inhibition below about 76%;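 further: plate controls were DMSO cells for no effect and high antibiotic wells for full effect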
Salmonella PhoP GFP: PhoP regulon inhibitors, Salmonella typhi PhoP promoter GFP reporter, confirmatory (AID 1850). Salmonella Typhi PhoP-promoter GFP reporter, fluorescence, 4 h; higher % means a stronger effect. inhibition, % at 50 µM, or IC50 in µM where a hit was titrated. actives 0.33% (n = 310,000); in the data active means a potency from the dose series; inconclusive means inhibition mostly from about 25% at the one dose, without a potency; inactive means the rest, 99 in 100 with inhibition below about 19%;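 further: 0% = induced wells with vehicle and 100% = uninduced wells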
VEEV TC-83 Vero 10K pilot screen: second read-out of VEEV TC-83 Vero, no call of its own (marks repeat the call); inhibition, %; measured here: 10K pilot screen inhibition
Active calls of the source: *; i = inactive; ? = inconclusive; / = no result given. An unsorted share of the library; any-hit rate near 1.4%.

SMILES	H1N1 NS1A inhibition	H37Rv inhibition	VEEV TC-83 Vero	tuberculosis growth	Salmonella PhoP GFP	others
COc1ccc(C2C(C(=O)Nc3cc(OC)c(OC)c(OC)c3)c3ccccc3C(=O)N2C)cc1 (stereo not given)	3%	-7%	9.7%	7%	-5%
O=C(N/N=C\C=C\c1ccco1)C1COc2ccccc2O1 (stereo not given)	3%	8%	0.4%	49%	4%
CN(CC(=O)Nc1cccc(F)c1)C(=O)c1ccncc1	-10%	-5%	1.2%	-3%	-4%
NC1(C(=O)O)CCCc2ccc(N(CCCl)CCCl)cc21 (stereo not given)	15%	/	i	/	/
CCN(CC)C(=O)CSc1ccc(C(F)(F)F)cc1[N+](=O)[O-]	6%	-8%	i	-3%	9%
COc1ccccc1CNC(=O)COC(=O)c1cc(C)nc2ccccc12	-19%	-1%	4.5%	38%	/
Cc1ccc(NC(=O)CSc2nc3c([nH]c4ccccc43)c(=O)n2C)cc1	3%	-4%	0.6%	/	6%
Cc1ccccc1-c1ccc(=O)n(CC(=O)Nc2ccc(C(=O)N3CCCC3)cc2)n1	15%	1%	1.7%	19%	-9%
CC(C)C(=O)Nc1c2c(nc3c1CCC3)CCCC2	9%	-1%	1.0%	9%	14%
COc1ccccc1CNc1ccc(C(=O)O)cc1	2%	-6%	0.9%	1%	-6%	VEEV TC-83 Vero 10K pilot screen=0.3
O=C(Nc1ccccc1)C(=O)c1cn(CC(=O)N2CCCCC2)c2ccccc12	6%	-4%	12%	3%	-13%
Cc1cc(OCC(=O)O/N=C(\N)Cc2cccs2)ccc1Br	-4%	3%	0.1%	41%	4%
Cc1ccc(N/C(N)=N/c2nc(C)cc(N3CCCCC3)n2)c(C)c1	4%	?	6.8%	?	7%
COC(=O)c1cccc(NC(=O)C23CC4CC(C2)CC(n2cncn2)(C4)C3)c1	8%	-12%	6.6%	6%	-11%
CCn1c(SCC(=O)N2CCC(C)CC2)nc2c(c1=O)SC(C)C2 (stereo not given)	-9%	0%	7.5%	4%	1%
COc1ccccc1-c1nc2s/c(=C\c3cccs3)c(=O)n2n1	19%	2%	1.0%	/	-6%
COc1ccc(N(CC(=O)N/N=C/c2ccc(-c3ccc([N+](=O)[O-])cc3)o2)S(=O)(=O)c2ccc(C)cc2)cc1Cl	-4%	10%	3.2%	36%	-5%
O=C(COC(=O)Cn1cnc2ccccc2c1=O)Nc1ccc(Cl)cc1	3%	1%	i	-6%	9%
Cc1ccccc1NCCC(=O)Nc1ccc(F)cc1	-12%	-5%	0.5%	32%	6%
CC(C)CCNC(=O)C1CC2Cn3c(nc4cc(Cl)c(Cl)cc43)C2N1C (stereo not given)	2%	7%	i	41%	11%
C/C(=N/OCO/N=C(/C)c1ccc(F)cc1)c1ccc(F)cc1	0%	7%	>13µM*	25%	-2%
Cc1ccc(CC(=O)Nc2cccc(C#N)c2)cc1	-3%	6%	i	67%	-3%
Cc1ccccc1OCc1nc2c3cnn(C)c3ncn2n1	-5%	-6%	1.9%	-3%	-2%
C=C1CCC(N(O)c2cc(C)on2)C(=C)CCC2C1CC2(C)C (stereo not given)	-5%	0%	i	24%	/
CC(OC(=O)c1ccc([N+](=O)[O-])cc1)C(=O)NCC1CCCCC1 (stereo not given)	4%	21%	0.3%	?	/

Other results
SMILES	H1N1 NS1A inhibition	H37Rv inhibition	VEEV TC-83 Vero	tuberculosis growth	Salmonella PhoP GFP	others
COc1cccc(NC(=O)CSc2nnc(NC(=O)C3CCC3)s2)c1	-25%	-6%	3.3%	17%	-32%
COc1ccccc1N1CCN(C(=O)c2cc(-c3ccccc3O)on2)CC1	18%	-5%	3.4%	3%	7%
Cc1c(C(=O)N2CCC(n3nccc3NC(=O)C3CC3)CC2)[nH]c2ccc(Cl)cc12	-2%	-2%	0.8%	12%	-2%
CCN(CC)S(=O)(=O)c1ccc(NN=c2c(=O)c3ccccc3c2=O)cc1	9%	1%	0.9%	-20%	15%
O=C(O)C(Cc1ccccc1)N=Cc1c(O)c2ccccc2oc1=O (stereo not given)	-9%	/	7.5%	/	/
CSc1nc(Oc2ccc(=O)n(C)n2)nc(N(C)C)n1	-2%	-1%	1.6%	-5%	-3%
CCOC(=O)CNC(=O)CN1C(=O)CCSc2ccccc21	-1%	1%	i	-21%	3%
COCCN1C(=O)N(C)[C@@H](c2ccccc2)C(C(C)=O)=C1C	-1%	12%	0.7%	14%	-13%
Cc1ccc(C(=O)Nc2cc(Cl)ccc2Oc2ccccc2)cc1[N+](=O)[O-]	-3%	4%	0.7%	-14%	-1%
COc1ccc(C(=O)NC2CCN(S(=O)(=O)c3ccc(C)cc3)CC2)cc1	16%	6%	i	5%	-2%
CCCCn1nnnc1SCC(=O)NCc1ccccc1	0%	-4%	3.8%	6%	-8%
COc1ccccc1CNS(=O)(=O)c1cc(CN2C(=O)c3cccnc3C2=O)ccc1OC	6%	-1%	2.6%	3%	6%
Cc1ccc(C(=O)N2C(=O)c3cccc(N)c3C2=O)o1	-8%	-1%	0.6%	0%	2%
CC(C)N(C(=O)CSc1nnc(CSc2ncccn2)n1C)C(C)C	4%	4%	i	4%	5%
Cc1c(Cl)c([N+](=O)[O-])nn1CCCC(=O)Nc1sc2c(c1C#N)CCC2	3%	-2%	i	-2%	-2%
Cc1ccc(C(=O)NC(=S)N2CCN(C(=O)OC(C)(C)C)CC2)cc1Br	-2%	0%	2.9%	-7%	-7%
CN(C)c1ccc(C(CC(=O)O)NC(=O)c2ccc(Cl)cc2)cc1 (stereo not given)	-3%	0%	0.2%	26%	7%
CC(C)n1c(SCC(=O)Nc2ccccc2N2CCOCC2)nc2c1c(=O)n(C)c(=O)n2C	1%	-4%	i	1%	14%
O=C(O)CCCNc1ccc(S(=O)(=O)Nc2ccccc2C(=O)O)cc1C(=O)O	8%	-2%	0.1%	4%	-11%
Cc1noc(C)c1C(=O)Nc1nc(-c2ccc(F)cc2)cs1	-3%	-4%	5.2%	-8%	/
O=C(CCNC(=O)c1ccccc1Cl)Nc1nc(-c2ccc(F)cc2)cs1	1%	6%	0.9%	25%	2%
CCOC(=O)CSc1nnc(-c2ccc(S(=O)(=O)NCc3cccs3)cc2)o1	-6%	2.5µM*	0.6%	?	-2%
O=C(NCc1ccco1)C(=S)N1CCCCC1	6%	-4%	0.3%	18%	3%
CCCNC(=O)C1CCN(S(=O)(=O)c2ccc3nc4c(c(C(=O)O)c3c2)CCCCC4)CC1	-5%	2%	0.4%	/	/
Cc1ccc(N2CCN(C(=O)c3cc(COc4c(C)cccc4C)on3)CC2)c(C)c1	0%	10%	4.0%	9%	-7%

The closing 7 entries of the part before are carried over, then new ones follow:
SMILES	H1N1 NS1A inhibition	H37Rv inhibition	VEEV TC-83 Vero	tuberculosis growth	Salmonella PhoP GFP	others
O=C(O)CCCNc1ccc(S(=O)(=O)Nc2ccccc2C(=O)O)cc1C(=O)O	8%	-2%	0.1%	4%	-11%
Cc1noc(C)c1C(=O)Nc1nc(-c2ccc(F)cc2)cs1	-3%	-4%	5.2%	-8%	/
O=C(CCNC(=O)c1ccccc1Cl)Nc1nc(-c2ccc(F)cc2)cs1	1%	6%	0.9%	25%	2%
CCOC(=O)CSc1nnc(-c2ccc(S(=O)(=O)NCc3cccs3)cc2)o1	-6%	2.5µM*	0.6%	?	-2%
O=C(NCc1ccco1)C(=S)N1CCCCC1	6%	-4%	0.3%	18%	3%
CCCNC(=O)C1CCN(S(=O)(=O)c2ccc3nc4c(c(C(=O)O)c3c2)CCCCC4)CC1	-5%	2%	0.4%	/	/
Cc1ccc(N2CCN(C(=O)c3cc(COc4c(C)cccc4C)on3)CC2)c(C)c1	0%	10%	4.0%	9%	-7%
COC(=O)c1[nH]c2ccccc2c1NC(=O)c1ccccc1[N+](=O)[O-]	-6%	-2%	1.4%	1%	-8%
c1ccc(-c2ccc(CN3CCSCC3)cc2)cc1	-3%	10%	0.2%	24%	-1%
CCCC(=O)n1nc(-c2cccnc2)nc1N	3%	-3%	2.4%	-8%	-4%
Cc1cc(N/C=C2\CCCCC2=O)no1	-4%	6%	0.5%	-4%	-5%
Nc1cc(C(=O)OCC(=O)N2CCC(Cc3ccccc3)CC2)ccc1Cl	-7%	4%	2.4%	14%	/
CCOC(=O)N1CCN(C(=O)Cn2ccc3c(OC)cccc3c2=O)CC1	-26%	-2%	i	0%	-5%	VEEV TC-83 Vero 10K pilot screen=0.5
COCCNc1nc(N)c([N+](=O)[O-])c(NCCO)n1	-6%	1%	0.6%	-14%	-27%
CP(=O)(COC(=O)c1ccccc1)COC(=O)c1ccccc1	2%	0%	0.2%	-2%	-7%
Cc1ccc(S(=O)(=O)N2CCC(Oc3ccc(-n4cnnn4)cc3)CC2)cc1	-11%	10%	0.6%	1%	3%
COc1ccccc1/C=C/CN1CC(C)OC(C)C1 (stereo not given)	4%	-8%	i	-3%	-5%
CCOc1ccc2[nH]c(=O)c(CN(CC3CCCN3CC)C(=O)NCc3ccccc3)cc2c1 (stereo not given)	4%	13%	11%	76%	-7%
Cc1cc2n(n1)C(c1ccc3c(c1)OCO3)Nc1ccccc1-2 (stereo not given)	-1%	-10%	2.8%	0%	-10%
Cc1ccc(NC(=O)COC(=O)CNC(=O)c2ccc(Cl)cc2Cl)cc1S(=O)(=O)N1CCOCC1	-3%	-8%	0.3%	3%	8%
O=C(O)C1CC(=O)N(C2CCCCC2)C1c1ccccc1 (stereo not given)	-3%	-3%	1.7%	-20%	5%
COCCNC(=O)c1ccc2c(=O)n(CCOC)c(=O)[nH]c2c1	1%	0%	1.8%	-1%	2%
Cc1cccc(N(CC(O)CN(C)C)S(=O)(=O)c2ccccc2)c1 (stereo not given)	0%	-4%	1.2%	2%	-2%
COc1ccc(/C=C/C(=O)NC(C)C)cc1Br	-7%	-10%	4.6%	-5%	10%
Cc1[nH]c(=O)[nH]c(=O)c1NC(=O)c1cccs1	10%	-3%	i	-3%	-4%
Cc1ccc(S(=O)(=O)N2CCN(C(=O)C(Cc3ccccc3)NC(=O)c3ccccc3)CC2)cc1 (stereo not given)	-5%	-3%	5.4%	-10%	/
CC1CCN(C(=O)CCNS(=O)(=O)c2ccc(Br)cc2)CC1	-11%	-14%	0.2%	23%	/
Cc1ccc2nc(N3CCN(Cc4nnnn4Cc4ccccc4)CC3)c(C#N)cc2c1	13%	-12%	6.6%	/	3%
Cc1cc(C)n(CCOc2nonc2N)n1	-4%	5%	0.1%	-8%	-15%
CC(C)NCc1nnc(-c2ccc(Cl)cc2)o1	10%	0%	2.6%	64%	6%
O=C(CCC(=O)N1CCOc2ccccc21)N1CCN(c2ccccc2)CC1	20%	-3%	0.1%	10%	-12%
O=C(CN1CCC(Cc2ccccc2)CC1)Nc1ccc2c(c1)OCCO2	/	-3%	/	11%	3%

New compounds follow.
SMILES	H1N1 NS1A inhibition	H37Rv inhibition	VEEV TC-83 Vero	tuberculosis growth	Salmonella PhoP GFP	others
CC(C)C(=O)Nc1cccnc1	17%	8%	0.5%	-12%	-25%
O=C(Nc1ccc(Cl)cc1)Nn1cnc2ccccc2c1=O	-9%	-2%	i	14%	-16%
CC(C)C[C@H](NC(=O)c1nc[nH]c1C(=O)N1CCC(C)CC1)C(=O)OCc1ccccc1	1%	-3%	0.8%	73%	-3%
Cn1c(N)c(C(=O)COC(=O)c2cccc(S(=O)(=O)N3CCOCC3)c2)c(=O)n(C)c1=O	6%	-7%	i	-2%	/
N#Cc1c(NC(=O)CCC(=O)O)sc2c1CCCCC2	4%	2%	i	34%	4%
O=C(c1cccc(C(F)(F)F)c1)c1c[nH]c(C(=O)NCC2CCCO2)c1 (stereo not given)	3%	7%	6.6%	-8%	-5%
COc1ccc(-n2c(SCC3CNC(=O)O3)nnc2-c2ccc(Cl)cc2)cc1 (stereo not given)	3%	18%	i	35%	-1%
O=C(NNS(=O)(=O)c1ccc(Br)cc1)NC1CCCCC1	-4%	-5%	0.0%	31%	-10%
COCc1cc(C)nc(N2CCN(c3ccccc3)CC2)c1C#N	-3%	2%	i	14%	-14%
CN(C)c1cccc2c1c(NC(=O)c1ccc(F)cc1)nn2C	1%	-5%	2.9%	-1%	-2%
O=C(COc1ccc(S(=O)(=O)N2CCOCC2)cc1)Nc1ccccc1F	-4%	0%	3.0%	-2%	4%
COc1ccc(CCNC(=O)COC(=O)c2cccs2)cc1	-10%	/	i	/	/
CSC(=NC#N)N1CCN(c2ccccc2)CC1	-4%	5%	i	1%	8%
Cc1cc(OCCN2CCCCCC2)ccc1[N+](=O)[O-]	-2%	1%	i	-18%	21%
COc1ccc(-c2[nH]ncc2CNCCCSC)cc1F	1%	-8%	i	1%	-5%
